# Compound activity: PubChem, several laboratories
# TPT1 inhibitor: inhibitors of Candida albicans tRNA 2'-phosphotransferase TPT1; recombinant caTPT1, FP RNA substrate dephosphorylation; inhibition, % at 5 µM; 0.81% of 300,000 active;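 active = inhibition above the mean of all tested compounds plus 3 SD, set per screening campaign, cut at about 24% in these data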;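 also: plate controls were DMSO alone for no effect and ferristatin control at 100 nM for full effect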
# HCV core dimer: blocks dimerization of HCV core protein; TR-FRET GST/Flag-core106 dimerization, 1536-well; inhibition, % at 5 µM; 0.33% of 300,000 active;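 active = inhibition above the mean of all tested compounds plus 3 SD, set per screening campaign, cut at about 45% in these data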
#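 Assay system: Tagged HCV core106 pair (GST and Flag) | Buffer or medium: KF-containing HEPES buffer, pH 7.45, DTT, CHAPS, BSA | Also added: Eu donor and XL665 acceptor anti-tag antibodies | Dosing: One concentration, 5 µM, in 0.5% DMSO | Timing: 4 h at 22.5 °C | Technique: TR-FRET 671 and 617 nm emission | Repeats: Singlicate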
# PP5 inh: blocks human protein phosphatase 5 activity | P53041 | purified PP5c, OMFP substrate fluorescence | inhibition, % at 6.7 µM | 0.18% of 320,000 active | AID 1987;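 active = inhibition above the campaign's mean inhibition across all tested compounds plus 3 SD, cut at about 9.5% in these data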;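 also: 0% = DMSO only and 100% = 100 µM cantharidin control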
# CTSL1 counter: cathepsin L1 inhibition, PFM18AAP counter-screen; recombinant F. hepatica cathepsin L1, Z-Leu-Arg-MCA fluorescence; inhibition, % at 5.96 µM; 0.49% of 300,000 active; AID 1906;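 active = inhibition above the mean of all tested compounds plus 3 SD, set per screening campaign, cut at about 17% in these data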;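 also: 0% = plate median of test compound wells and 100% = 1 µM Z-Phe-Ala-diazomethylketone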
# PP1 counter: counter-screen for PP5 inhibitors: inhibitors of human PP1-alpha; P62136; purified PP1alpha, OMFP fluorescence; inhibition, % at 6.7 µM; 0.9% of 320,000 active; AID 2235;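 active = inhibition above the mean inhibition of all tested compounds plus 3 SD, computed separately for each screening campaign, cut at about 15% in these data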
# Target sequence (P62136 whole entry, looked up): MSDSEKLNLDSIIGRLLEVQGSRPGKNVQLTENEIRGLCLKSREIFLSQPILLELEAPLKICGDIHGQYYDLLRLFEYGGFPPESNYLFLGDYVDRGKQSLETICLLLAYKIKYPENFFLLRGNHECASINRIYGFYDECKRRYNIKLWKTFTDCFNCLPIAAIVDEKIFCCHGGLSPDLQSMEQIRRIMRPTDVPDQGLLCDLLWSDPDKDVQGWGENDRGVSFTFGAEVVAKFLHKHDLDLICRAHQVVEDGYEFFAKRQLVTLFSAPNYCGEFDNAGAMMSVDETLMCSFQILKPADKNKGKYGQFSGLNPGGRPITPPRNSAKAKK
# Efflux pump mplx: blocks antifungal efflux pumps in multiplex yeast assay; S. cerevisiae Candida pump triplex, Nile Red efflux; 0.44% of 330,000 active; inhibition, % at 10 µM; AID 485275;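 active = plate passing quality check with inhibition over a set limit, or well fluorescence over plate mean plus 4 SD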;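 also: Nile Red retained in pooled yeast measured as flow cytometry median fluorescence; 0% = buffer negative control and 100% = Enniatin B positive control; higher means more Nile Red kept so more efflux inhibition; some compounds called inactive have numbers as strong as hits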
# proCasp3 act: activators of human procaspase-3; activation, % at 8.5 µM; P42574; recombinant procaspase-3 D3A, Ac-DEVD-pNA absorbance 405 nm; 0.11% of 330,000 active; AID 463141;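 active = activation above the mean of all tested compounds plus 3 SD, cut at about 21% in these data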;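 also: 0% = DMSO alone and 100% = DMSO wells spiked with extra 5 µM PC-3 D3A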
# Target sequence (P42574 whole entry D9A/D28A/D175A): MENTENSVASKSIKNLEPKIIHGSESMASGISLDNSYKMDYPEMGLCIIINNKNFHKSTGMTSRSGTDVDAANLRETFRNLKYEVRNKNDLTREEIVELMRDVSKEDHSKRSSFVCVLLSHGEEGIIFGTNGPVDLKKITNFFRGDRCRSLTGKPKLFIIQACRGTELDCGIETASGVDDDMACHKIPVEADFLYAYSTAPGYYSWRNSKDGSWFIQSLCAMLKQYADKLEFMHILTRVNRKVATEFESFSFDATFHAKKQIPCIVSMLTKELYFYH
#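 System: Procaspase-3 D3A mutant. Medium: Zinc-free 300 mM NaCl, 50 mM HEPES, 0.01% Triton X-100. Schedule: 1 h preincubation plus 2 h reaction at 25 °C. Measured by: 405 nm absorbance of p-nitroaniline, reads at 0 and 120 min. Read-out: percent activation relative to control range.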
# proCasp7 act: activates human procaspase-7, counter-screen for procaspase-3 activators; P55210; recombinant procaspase-7, Ac-DEVD-pNA absorbance 405 nm; D23A/D198A/D206A triple mutant, cannot self-cleave; scale: DMSO 0, 5 µM enzyme 100; activation, % at 8.5 µM; 0.093% of 330,000 active;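 active = percent activation above the screen-wide mean plus 3 SD, cut at about 25% in these data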
#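 Replicates: singlicate. Assay system: Procaspase-7 triple mutant (PC-7 D3A). Signal: 405 nm absorbance of p-nitroaniline. Times: 1 h preincubation, 2 h reaction. Buffer or medium: Zinc-free HEPES pH 7.4 with 300 mM NaCl, 0.01% Triton X-100. Also added: DEVD-pNA substrate. Benchmarks: DMSO wells as 0%, DMSO with 5 µM added PC-7 as 100%.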
# GASC-1 inh: blocks human GASC-1 demethylase activity. Q9H3R0. 0.069% of 330,000 active. inhibition, % at 2.35 µM. AID 2099. GST-JMJD2C(1-420) H3K9me3 demethylation, DELFIA europium;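 active = more than half of a compound's replicate wells show inhibition beyond 50%, single wells judged on their own value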;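 also: signal counts dimethyl H3K9 product captured on neutravidin plate; 0% = median of DMSO wells and 100% = 0.3 times that DMSO median; strong numbers were not always called active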
# Target sequence (Q9H3R0 1-420 limits assumed): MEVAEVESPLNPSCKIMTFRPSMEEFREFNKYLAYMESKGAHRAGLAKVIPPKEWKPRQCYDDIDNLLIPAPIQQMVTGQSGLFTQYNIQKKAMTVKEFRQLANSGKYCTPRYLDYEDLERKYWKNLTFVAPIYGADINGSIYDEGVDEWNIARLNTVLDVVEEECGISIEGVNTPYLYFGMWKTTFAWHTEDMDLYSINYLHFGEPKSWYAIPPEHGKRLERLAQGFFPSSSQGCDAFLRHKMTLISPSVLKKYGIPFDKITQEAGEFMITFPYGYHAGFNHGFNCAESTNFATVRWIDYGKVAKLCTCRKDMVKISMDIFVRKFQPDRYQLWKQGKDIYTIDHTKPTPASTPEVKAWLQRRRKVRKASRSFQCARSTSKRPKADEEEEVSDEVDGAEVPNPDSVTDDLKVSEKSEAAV
# Active calls of the source: *; . = no result given.
SMILES,TPT1 inhibitor,HCV core dimer,PP5 inh,CTSL1 counter,PP1 counter,Efflux pump mplx,proCasp3 act,proCasp7 act,GASC-1 inh
COc1cc(NC(=O)CSc2nc3[nH]c(=O)cc(O)c3s2)cc(OC)c1OC,.,.,-0.3,.,2,-0.3,-6,-10,7
CCOc1ccc(NC(=O)[C@@H](NC(=O)OCc2ccccc2)[C@@H](C)CC)cc1,-2,-4,1.5,2,2,-0.2,5,-5,7
O=C(Nc1cccc(-c2cn3ccccc3n2)c1)C1CC1,4,-2,3.0,2,1,0.0,0,1,1
CC(=O)c1c(C)[n+]([O-])c2ccc3c(non3O)c12,-6,-6,1.2,6,-4,-0.1,1,-13,-15
COc1ccc(NC(=O)CCc2nc3ccccc3[nH]2)cc1,-3,-1,1.8,-2,-3,0.0,5,-1,12
CC(C)(C)C(=O)Cn1c(NCCO)nc2ccccc21,-2,-8,1.3,-5,2,0.3,-1,5,-4
CC(=O)/C=C\c1ccc(OC(=O)c2cccnc2)cc1,1,-4,2.7,-2,-4,0.1,-4,1,1
Cc1cccc(C(=O)N/N=C/c2ccc3c(c2)OCO3)n1,4,0,1.7,1,-3,-0.2,7,-8,55
COc1ccc(-n2c(=O)c3ccccc3n(CC(=O)OCc3ccccc3)c2=O)cc1OC,1,3,1.4,-6,-3,0.1,2,4,-1
Cc1noc(C)c1C(=O)N1CCN(CCc2ccccc2)CC1,-1,-6,1.6,-2,-2,-0.2,-10,6,-8
COc1ccc2nc(Nc3ccc4c(c3)OCO4)sc2c1,-1,-6,2.6,1,-3,-0.3,2,-5,-9
COc1ccc(CN2CCNC(=O)C2CC(=O)N(C)Cc2nonc2C)c(F)c1 (configuration not stated),-7,-2,-1.1,0,0,0.0,-4,-8,-5
N#C/C(=C\c1ccc(Cl)s1)C(=O)N1CCN(c2ccccc2)CC1,1,0,3.7,2,2,-0.8,7,1,2
COc1ccccc1NC(=O)c1cc(S(=O)(=O)N2CCCC2)cn1C,-4,3,-1.6,3,-2,0.0,6,11,12
O=C(NCc1ccc2c(c1)OCO2)C1CCCN1C(=O)Nc1ccccc1 (configuration not stated),-1,-2,-0.7,0,-3,-0.1,-4,7,2
CC(=O)Nc1ccc(-c2csc(NC(=O)Cc3ccccc3F)n2)cc1,-2,13,2.3,-3,0,0.1,8,2,3
CN(c1ccc(OCC(=O)OCC(=O)Nc2ccccc2)cc1)S(=O)(=O)c1cccs1,1,-5,1.8,0,3,-0.2,3,-1,-11
CC(Oc1ccc2ccc(=O)oc2c1)C(=O)NC1CCN(Cc2ccccc2)CC1 (configuration not stated),0,-8,3.0,0,-1,0.0,9,15,5
CCOC(=O)N1CCN(C(=O)c2ccc3c(c2)N(CC)CCS3)CC1,-4,1,0.8,1,0,0.1,-5,-10,-8
CCC(CO)Oc1cc(NCc2ccccc2O)c2ncn(C(C)C)c2c1 (configuration not stated),.,.,.,.,.,0.3,0,3,-2
C=CCC1CCCCC12NC(=O)NC2=O (configuration not stated),0,0,0.5,-2,-3,-0.1,-1,-6,8
Cc1cc(NC(=O)c2cc(C3CC3)on2)n(-c2ccccc2)n1,1,0,0.7,4,6,0.0,-3,8,-13
Cc1ccc(NC(=O)c2ccc(Nc3c([N+](=O)[O-])cc([N+](=O)[O-])cc3[N+](=O)[O-])cc2)cc1,-3,13,4.2,6,15,-0.2,-55,-11,9
c1ccc2c(c1)CC1(CCCC1)N=C2N1CCOCC1,-1,-1,-0.1,1,-2,-0.1,-3,-3,-7
COc1ccc(C2c3ccc(O)cc3Oc3ncn4nc(-c5ccco5)nc4c32)cc1OC (configuration not stated),3,1,1.2,-2,-1,0.0,2,-1,-8
CCCOc1ccc(C2C3=C(Nc4nc(N)[nH]c(=O)c42)c2ccccc2C3=O)cc1 (configuration not stated),-2,-2,-0.6,1,19*,-0.1,2,-9,-7
Cc1cccc(NC(=O)/C(=C\c2ccco2)NC(=O)c2ccccc2)c1,11,-4,2.4,4,-1,-0.1,-9,-9,1
Cc1cccc(-c2nnc(SCCC(=O)N3CCOCC3)o2)c1,-2,6,-0.4,-6,-3,0.0,3,5,4
Nc1ccc(C(=O)NCCCCCCNC(=O)c2ccc(N)cc2)cc1,-1,2,2.0,-2,3,0.1,2,9,-13
Cc1cccc2sc(N(CCCN3CCOCC3)C(=O)CS(=O)(=O)c3ccc(F)cc3)nc12,-1,-10,0.4,-1,-4,-0.1,1,7,-3
C1COCCNCCOCCOCCN1,3,-1,0.4,0,-2,-0.2,-5,6,-2
O=S(=O)(CCc1nc2ccccc2o1)c1ccc(Cl)c(Cl)c1,-6,-4,-1.0,3,4,0.0,4,9,3
COC(=O)NC1CSCC1OC(=O)CN1C(=O)c2ccccc2C1=O (configuration not stated),1,1,3.9,-1,-6,0.3,-12,-8,-3
COc1cc(C(=O)N2CCN(C)CC2)cc(OC)c1OC,2,-3,-0.4,-2,-5,0.0,4,-2,-6
CCc1cccc(C)c1NC(=S)N(CCN(C)C)Cc1cccs1,-1,7,-2.7,-24,-2,0.2,-10,-5,-1
CC(=O)N1CCN(S(=O)(=O)c2cccc(C(=O)Nc3ccc(C)cn3)c2)CC1,0,-7,3.6,-2,-2,0.5,9,10,-1
CC(C)C(=O)NCCc1nc2ccccc2n1CCCOc1ccc(Cl)cc1,2,-2,-2.2,4,-4,0.0,14,9,-2
COc1ccc(NC(=O)CS(=O)CC(=O)Nc2ccc(-n3cnnn3)c(C)c2)cc1 (configuration not stated),-4,10,1.3,-3,0,0.0,4,9,15
N#C/C(=C\C1=C(N2CCOCC2)C(=C\c2ccc(Cl)cc2)/CC1)C(=O)Nc1ccccc1F,16,-1,-1.0,1,0,0.3,0,-3,15
Cc1cc(C)nc(-n2nc(C)c(Br)c2Nc2ccc(Br)cc2)n1,-3,2,-0.1,0,-1,-0.2,-18,1,2

# 12 consecutive records from above, quoted:
SMILES,TPT1 inhibitor,HCV core dimer,PP5 inh,CTSL1 counter,PP1 counter,Efflux pump mplx,proCasp3 act,proCasp7 act,GASC-1 inh
CCCOc1ccc(C2C3=C(Nc4nc(N)[nH]c(=O)c42)c2ccccc2C3=O)cc1 (configuration not stated),-2,-2,-0.6,1,19*,-0.1,2,-9,-7
Cc1cccc(NC(=O)/C(=C\c2ccco2)NC(=O)c2ccccc2)c1,11,-4,2.4,4,-1,-0.1,-9,-9,1
Cc1cccc(-c2nnc(SCCC(=O)N3CCOCC3)o2)c1,-2,6,-0.4,-6,-3,0.0,3,5,4
Nc1ccc(C(=O)NCCCCCCNC(=O)c2ccc(N)cc2)cc1,-1,2,2.0,-2,3,0.1,2,9,-13
Cc1cccc2sc(N(CCCN3CCOCC3)C(=O)CS(=O)(=O)c3ccc(F)cc3)nc12,-1,-10,0.4,-1,-4,-0.1,1,7,-3
C1COCCNCCOCCOCCN1,3,-1,0.4,0,-2,-0.2,-5,6,-2
O=S(=O)(CCc1nc2ccccc2o1)c1ccc(Cl)c(Cl)c1,-6,-4,-1.0,3,4,0.0,4,9,3
COC(=O)NC1CSCC1OC(=O)CN1C(=O)c2ccccc2C1=O (configuration not stated),1,1,3.9,-1,-6,0.3,-12,-8,-3
COc1cc(C(=O)N2CCN(C)CC2)cc(OC)c1OC,2,-3,-0.4,-2,-5,0.0,4,-2,-6
CCc1cccc(C)c1NC(=S)N(CCN(C)C)Cc1cccs1,-1,7,-2.7,-24,-2,0.2,-10,-5,-1
CC(=O)N1CCN(S(=O)(=O)c2cccc(C(=O)Nc3ccc(C)cn3)c2)CC1,0,-7,3.6,-2,-2,0.5,9,10,-1
CC(C)C(=O)NCCc1nc2ccccc2n1CCCOc1ccc(Cl)cc1,2,-2,-2.2,4,-4,0.0,14,9,-2

# Next entries.
SMILES,TPT1 inhibitor,HCV core dimer,PP5 inh,CTSL1 counter,PP1 counter,Efflux pump mplx,proCasp3 act,proCasp7 act,GASC-1 inh
CCOC(=O)C1(Nc2nccs2)Sc2ccccc2NC1=O (configuration not stated),-6,-8,1.7,33*,1,0.0,4,-2,-3
CC(=O)c1cnc(-c2cccc(Cl)c2)s1,-6,-3,1.9,2,-1,0.2,1,5,2
Cc1ccc(NC(=O)C2CCCCC2)c(O)c1,-1,-1,-0.1,-2,-4,0.1,-1,5,-8
Cc1noc(C)c1CSCC(=O)N(CCC(C)C)c1c(N)n(Cc2ccccc2)c(=O)[nH]c1=O,1,-3,3.6,-5,0,0.9,4,3,2
C=CCNc1nnc(SCC(=O)N2CCC(C(N)=O)CC2)s1,-3,-5,1.9,-4,-6,0.0,10,-2,55
C/C(=N\N=C1/NC(=O)C(C)S1)c1ccc([N+](=O)[O-])cc1 (configuration not stated),2,-8,-7.3,2,-5,-0.1,-1,-3,-6
O=C(C/C=N\OCc1ccc([N+](=O)[O-])cc1)Nc1ccc(F)cc1F,-6,2,0.7,1,-3,0.0,-3,8,15
Cc1ccccc1NC(=O)NNC(=O)c1ccc2ccccc2c1O,1,-10,0.9,2,0,0.1,-1,-6,7
COC(=O)c1cccc(NCN2C(=O)c3ccccc3C2=O)c1,-2,1,-1.6,-2,-3,0.0,2,11,19
COc1ccc(-c2cncnc2-c2ccc(OC)cc2O)cc1,-3,2,2.1,2,4,0.3,6,-4,0
Cc1ccc(OCC(=O)N2N=C(c3ccc(Cl)cc3)CC2c2ccco2)c([N+](=O)[O-])n1 (configuration not stated),3,27,4.0,0,4,0.0,4,-5,7
Cc1nnc(N2CCN(c3ccccc3)CC2)[nH]c1=O,0,6,1.6,0,-3,0.3,3,-6,4
CCOC(=O)CSc1nc(N2CCOCC2)c2c(c1C#N)CC(C)(C)OC2,0,0,0.5,-6,-3,0.1,-1,5,4
CS(=O)(=O)Nn1cnc2ccccc2c1=O,-2,-7,1.1,1,-2,-0.2,10,5,1
COc1ccc(S(=O)(=O)Nc2c(C)nc3nc[nH]n3c2=O)cc1,2,0,1.7,1,0,0.0,-9,-2,-6
CC(=O)OCC1OC(OC(C)=O)C(NC(=O)c2cccnc2)C(OC(C)=O)C1OC(C)=O (configuration not stated),0,-4,1.4,-1,4,2.8,-8,3,12
CCc1cccc(NC(=O)CN2C(=O)NC3(CCCCCCC3)C2=O)c1,0,4,4.2,-14,-1,-0.1,-1,-7,-39
CN1CCN(/N=C/c2ccc(Br)cc2)CC1,-2,-3,1.4,-3,1,0.0,6,-2,-3

# The order is random; overall some 2.9% were active at least once.
